# Screening results as filed in PubChem.
# UBC9 SUMO inh – SUMOylation inhibition; P63279; HTRF SUMOylation assay, SAE1/SAE2 + UBC9, in vitro; inhibition, % at 35 µM; 290,000 tested, 0.36% active; in the data active means inhibition above about 50%, passing the limit was not always enough; further: strong numbers were not always called active
# Target sequence (P63279 whole entry, looked up): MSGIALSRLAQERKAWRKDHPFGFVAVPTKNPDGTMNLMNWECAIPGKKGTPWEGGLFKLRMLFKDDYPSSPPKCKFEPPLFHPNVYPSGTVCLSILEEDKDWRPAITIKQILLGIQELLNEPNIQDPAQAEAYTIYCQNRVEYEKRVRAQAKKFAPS
# PfM18AAP inh – PfM18AAP enzyme inhibition | recombinant PfM18AAP, H-Glu-NHMec fluorogenic cleavage | inhibition, % at 7.35 µM | 290,000 tested, 1.2% active;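 active means inhibition above the campaign mean inhibition over all tested compounds plus 3 SD, cut at about 28% in these data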;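 further: 0% = plate median of test compound wells and 100% = 2 mM ZnCl2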
# IMP-1 inhibitor – blocks Pseudomonas aeruginosa IMP-1 metallo-beta-lactamase. 290,000 tested, 0.45% active. purified IMP-1, nitrocefin hydrolysis, epi-absorbance fluorescence. inhibition, % at 5.6 µM;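 active means inhibition above the mean plus 3 SD of all compounds in the same screening run, cut at about 4.5% in these data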;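 further: 0% = IMP-1 with DMSO and 100% = DMSO wells lacking enzyme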
#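 System: Purified IMP-1 | Read-out basis: Percent enzyme inhibition | Controls: IMP-1 with DMSO as 0%, enzyme-free DMSO as 100% | Replicates: One well per compound | Doses: 5.6 µM nominal single concentration | Detection: Epi-absorbance fluorescence, 480 nm excitation, 530 nm emission | Incubation: 25 °C, 15 min preincubation, 25 min reaction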
# NALP1 inh – blocks the NALP1 inflammasome reconstituted in yeast; inhibition, % at 10 µM; S. cerevisiae NALP1/ASC/caspase-1 growth, X-gal OD620, 72 h; 280,000 tested, 0.61% active; in the data active means inhibition mostly above about 24%, no sharp cut-off; inactive means mostly below about 32%; further: some compounds called inactive have numbers as strong as hits
# MEKK2mut PB1 HTS – signal of MEK5 binding to mutant human MEKK2 PB1 domain; bead flow cytometry, Alexa488-MEK5 binding to MEKK2 mutant; percent response, % at 10 µM; 290,000 tested, 0.35% active; AID 1530; in the data active means percent response above about 24%, passing the limit was not always enough; further: inactives centre near 1; some results filed as inactive read as strong as hits
# DNA FID counter – counter-screen for HCV NS3 helicase inhibitors: DNA intercalator displacement; DNA fluorescent intercalator displacement, fluorescence; 290,000 tested, 0.17% active; inhibition, % at 7.9 µM; in the data active means inhibition above about 37%;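 further: 0% = vehicle and 100% = reference compound; higher means more ethidium bromide displaced from hairpin DNA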
# NS3 helicase inh – inhibitors of Hepatitis C virus NS3 helicase; NS3 helicase DNA unwinding, Cy5 molecular beacon fluorescence; inhibition, % at 10.9 µM; 290,000 tested, 0.56% active;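 active means inhibition above the mean of all tested compounds plus 3 SD, set per campaign, cut at about 35% in these data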;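 further: 0% = DMSO wells and 100% = thioflavine S control wells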
#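 Measured by: Cy5 fluorescence, 0 and 60 min reads / Assay system: NS3 helicase fragment of HCV / Control set: low DMSO, high thioflavine S at 110 µM / Times: 1 h reaction at 25 °C, ATP-initiated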
# MEKK2wt PB1 HTS – raises or lowers MEK5 binding to wildtype human MEKK2 PB1 domain; binding response (% of control), % at 10 µM; Q9Y2U5; 290,000 tested, 1.1% active; bead flow cytometry, Alexa488-MEK5 binding to MEKK2 WT; actives lie on both sides; in the data active means binding response below about 67% or above about 130%
# VIM-2 inhibitor – inhibitors of Pseudomonas aeruginosa VIM-2 metallo-beta-lactamase; 290,000 tested, 0.89% active; AID 1527; inhibition, % at 5.6 µM; purified VIM-2, nitrocefin hydrolysis, epi-absorbance fluorescence;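 active means inhibition above the mean of all tested compounds plus 3 SD, cutoff set per screening run, cut at about 7.5% in these data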;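 further: red hydrolysis product quenches plate fluorescence so inhibitors raise well fluorescence; 0% = enzyme with DMSO and 100% = DMSO without enzyme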
# * hit, by the source's call; · = not tested or not shown.
structure	UBC9 SUMO inh	PfM18AAP inh	IMP-1 inhibitor	NALP1 inh	MEKK2mut PB1 HTS	DNA FID counter	NS3 helicase inh	MEKK2wt PB1 HTS	VIM-2 inhibitor
Cc1cc(NC(=O)c2cccc(S(=O)(=O)N(C)C)c2)n(-c2ccccn2)n1	7	4	-1.8	12	4	-5	-2	110	-0.9
CC1S/C(=N/N=C/c2ccco2)N(Cc2ccccc2)C1=O (stereo not drawn)	2	-2	-1.2	-4	-4	-25	22	102	-1.3
COc1ccc(-n2ncc3c(N4CCc5ccccc54)ncnc32)cc1	7	-7	1.0	15	0	-1	-2	90	-2.4
COc1ccc(CCNC(=O)CC(c2ccccc2)c2cc(C)ccc2O)cc1OC (stereo not drawn)	7	-13	-1.1	18	3	-38	-6	104	-0.9
Cc1ccccc1OCC1Cn2c(nc3c2c(=O)[nH]c(=O)n3C)O1 (stereo not drawn)	5	-5	2.4	-6	-1	-8	0	89	-0.4
COc1ccc(NC(=O)CC2C(=O)N(CCc3ccccc3)C(=S)N2Cc2cccnc2)cc1 (stereo not drawn)	-30	-2	-2.0	6	9	-9	-45	108	-0.3
OCCNc1nc(-c2ccccc2)nc2c1oc1ccccc12	11	0	-1.2	·	-1	-2	2	103	-1.2
Cc1nnc(N(Cc2ccco2)C(=O)c2ccno2)s1	-2	4	-3.5	8	4	5	-2	103	-3.6
COC(=O)c1sccc1NC(=O)C1CC1	2	2	-2.8	-3	-18	0	6	91	-3.7
CC(=O)N(c1ccccc1)c1nc(/C=C/C(=O)Nc2c(C)cc(C)cc2C)cs1	4	0	-2.2	20	1	-34	-9	100	-1.2
Cc1cccc(N=C(NO)c2nonc2N)c1	9	33*	-0.6	23	1	0	-2	104	-0.9
COc1ccc(CC(=O)NCc2nc(-c3ccccc3)no2)cc1	15	2	-2.9	19	-3	-8	5	98	-1.7
Cc1c(NC(=O)c2cccnc2C(=O)O)cccc1C(=O)O	8	3	-3.6	29	0	7	1	101	0.0
CCCCCC(O)(c1ccc(OCC)cc1)C(CN1CCOCC1)c1ccccc1 (stereo not drawn)	-20	-7	-3.8	-14	11	-17	-30	109	-1.3
CCCCC(C(=O)O)C(C)CC(=O)Nc1nccs1 (stereo not drawn)	8	-1	-1.8	6	10	-4	-3	100	-1.4
Clc1ccc(-c2nnc3ccccn23)cc1	19	1	-2.0	5	3	-1	-2	103	-0.4
CCN(CC)S(=O)(=O)c1ccc(C(=O)OCC(=O)c2ccc3c(c2)NC(=O)CO3)cc1	-32	3	-1.0	10	3	0	-2	102	1.3
C=CCOc1ccc(/C=N/NC(=O)C(=O)N2CCCCCC2)cc1OC	10	-2	-2.0	-6	-3	-32	-5	102	-1.5
COc1ccc(C2c3ccc(O)cc3Oc3ncn4nc(-c5ccccn5)nc4c32)cc1OC (stereo not drawn)	5	12	-5.4	16	-1	-23	-12	93	-0.8
Cc1ccc(-n2c(=O)c3ccc(C(=O)NCc4ccco4)cc3n(Cc3ccccc3C#N)c2=O)cc1	15	-3	1.6	21	0	-5	11	97	1.2
O=C(COc1ccc(Cl)cc1[N+](=O)[O-])N/N=C/c1cccs1	19	6	-2.0	3	-2	-2	-1	107	0.3
Cn1c(=O)c2c(nc(NCc3cccnc3)n2Cc2ccccc2Cl)n(C)c1=O	10	3	-2.6	12	2	-1	0	100	-3.2
COc1ccc(NC(=S)N2CCCCCC2)cc1OC	-4	-3	-1.7	-6	-4	-1	-4	99	-0.8
O=C1[C@@H]2Cc3c([nH]c4ccccc34)C(c3cccc([N+](=O)[O-])c3)N2C(=O)CN1CCCO (stereo partly drawn)	0	6	-0.6	2	7	-17	-8	108	-0.4
CCOc1ccc(NC(=O)CN(C)C(=O)c2cccnc2SC)cc1OCC	2	-4	-0.6	15	2	-24	4	105	-1.6
NC(=O)[C@@H]1CCCN1Cc1nc(-c2ccc(C(F)(F)F)cc2)no1	3	1	-3.5	-13	-1	1	-1	99	-2.3
Cc1ccc(C)c(S(=O)(=O)N2C(=S)NC(=O)C2CC(C)C)c1 (stereo not drawn)	14	-1	-3.9	11	5	-16	11	98	-4.3
O=S(=O)(c1ccc(Cl)cc1)N1CN(CC2CCCO2)c2nc3ccccc3nc21 (stereo not drawn)	-4	0	-5.9	3	2	-22	13	98	-2.0
O=C(O)CCCC(=O)Nc1ccc(S(=O)(=O)Nc2nccs2)cc1	22	-14	-2.3	4	5	-3	0	102	-0.3
CCOC(=O)C1=C(C)N[C@@]2(O)c3ccccc3C(=O)[C@@]12O	18	3	-0.8	37	2	2	4	98	-3.0

# Two entries picked at random from those above:
structure	UBC9 SUMO inh	PfM18AAP inh	IMP-1 inhibitor	NALP1 inh	MEKK2mut PB1 HTS	DNA FID counter	NS3 helicase inh	MEKK2wt PB1 HTS	VIM-2 inhibitor
CCCCCC(O)(c1ccc(OCC)cc1)C(CN1CCOCC1)c1ccccc1 (stereo not drawn)	-20	-7	-3.8	-14	11	-17	-30	109	-1.3
C=CCOc1ccc(/C=N/NC(=O)C(=O)N2CCCCCC2)cc1OC	10	-2	-2.0	-6	-3	-32	-5	102	-1.5

# In the list so far, 2 have a thiophene ring, fused or not:
structure	UBC9 SUMO inh	PfM18AAP inh	IMP-1 inhibitor	NALP1 inh	MEKK2mut PB1 HTS	DNA FID counter	NS3 helicase inh	MEKK2wt PB1 HTS	VIM-2 inhibitor
COC(=O)c1sccc1NC(=O)C1CC1	2	2	-2.8	-3	-18	0	6	91	-3.7
O=C(COc1ccc(Cl)cc1[N+](=O)[O-])N/N=C/c1cccs1	19	6	-2.0	3	-2	-2	-1	107	0.3

# (list continues)
structure	UBC9 SUMO inh	PfM18AAP inh	IMP-1 inhibitor	NALP1 inh	MEKK2mut PB1 HTS	DNA FID counter	NS3 helicase inh	MEKK2wt PB1 HTS	VIM-2 inhibitor
Cc1ccc(OCC(O)Cn2c(N3CCOCC3)nc3c2c(=O)[nH]c(=O)n3C)cc1 (stereo not drawn)	8	-2	-3.9	-14	2	-26	4	101	-3.5
COC(=O)c1ccc(Cn2nc(-c3cc(C)ccc3C)ccc2=O)cc1	2	-9	-1.0	24	8	-44	-6	111	-1.1
CCC1CCCCN1S(=O)(=O)c1ccc(NC(=O)c2snnc2C)cc1 (stereo not drawn)	0	-6	-2.8	-19	1	-25	-4	99	-3.5
NC(=O)C1CCC(NC(=O)OCc2ccccc2)CC1 (stereo not drawn)	8	-3	-3.9	-2	2	-3	-3	107	-1.3
Oc1c(Br)cc(Br)cc1C=Nc1cccnc1	34	30*	28*	45*	-2	3	14	90	-1.4
Cc1sc2ncnc(Sc3nnnn3-c3ccc(Cl)cc3)c2c1C	7	-2	-3.8	-46	-2	3	-4	93	-0.5
C/C(=N\NC(=O)c1ccccc1C)c1ccc(N2CCOCC2)cc1	4	-9	-1.9	30	5	-3	-3	110	-3.1
CCc1ccc(/C=N/Nc2nn[nH]n2)cc1	11	-1	-1.0	6	3	3	-4	106	4.2
CCC(c1nnnn1C1CCCC1)N1CCN(C(=O)c2ccco2)CC1 (stereo not drawn)	-4	-3	-0.8	8	6	-5	-5	107	-0.1
Cn1c(=O)c2c(SCC(=O)Nc3nccs3)nc(C3CC3)nc2n(C)c1=O	14	-6	-3.7	·	-2	5	-7	99	-3.2
N#C/C(=C\c1ccccc1C(F)(F)F)C(=O)Nc1ccccc1	2	-6	-3.8	22	14	-1	9	105	-1.7
Cc1cc(Cl)c(OCCn2ccnc2)c(Br)c1	1	1	-0.4	15	-2	6	0	99	-1.0
Cc1ccc(CS(=O)Cc2ccc(C(=O)NCC(C)c3ccccc3)o2)cc1 (stereo not drawn)	8	0	-3.1	24	6	-47	4	113	-2.5
COc1ccc(CNC(=O)C2CCCN(c3ncnc4c3nc3n4CCCCC3)C2)cc1 (stereo not drawn)	8	5	-2.3	13	6	-40	1	100	1.0
Cc1ccc2c([N+](=O)[O-])cccc2n1	-5	-3	-0.8	1	-2	-4	4	101	-3.2
Cc1c(N=C/C=C2/N(C)c3ccccc3C2(C)C)c(=O)n(-c2ccccc2)n1C	17	8	-4.4	4	1	8	5	-5.0*	-1.0
O=C(c1c(Cl)nc2sccn12)N(C(=O)c1c(Cl)nc2sccn12)c1ccc(Cl)cn1	11	7	-2.5	16	2	-26	-10	96	-0.5
O=C(OCC(=O)N1CCOCC1)C(c1ccccc1)c1ccccc1	3	-7	-0.8	8	-1	-11	-3	99	-2.2
O=C(COC(=O)c1ccc2c(c1[N+](=O)[O-])C(=O)c1ccccc1C2=O)NC1CC1	12	10	-2.0	4	10	4	5	104	2.0
Oc1nc(Nc2ccccc2)sc1/C=C1\C=Nc2ccccc21	14	-12	-1.5	6	-13	-3	-8	88	-1.0
CC(C)(C)NS(=O)(=O)c1ccc(NC(=O)C2CC(=O)N(CCc3ccc(F)cc3)C2)cc1 (stereo not drawn)	24	-12	1.4	4	-8	-37	7	92	1.4
CCCn1nc(C(=O)NCC(C)(C)N2CCOCC2)c2ccccc2c1=O	-11	-5	1.1	-2	14	-8	1	106	-1.8
CCOc1cccc2sc(N(CCN(CC)CC)C(=O)c3ccc(S(=O)(=O)N4CCCC4)cc3)nc12	7	-1	-1.1	10	16	15	-18	128	-0.5
Cn1c2c(c(=O)n(C)c1=O)CN(CCN1CCNCC1)CN2	22	-2	-3.1	20	7	0	3	100	0.5
COc1cccc(NC(=O)CN(C)C(=O)CC(C)c2ccccc2)c1 (stereo not drawn)	4	-1	-2.6	4	-3	-24	-3	95	-0.3
Cc1ccc(C)c(SCC(=O)NNC(=O)c2ccccc2)c1	8	16	-1.0	-7	1	-16	31	95	-3.2
C1COCCNCCOCCOCCOCCN1	-9	3	-3.3	18	3	2	-2	102	-1.0
Cc1ccc2nc(-c3ccccc3)nc(SC(C)C(=O)NCc3cccs3)c2c1 (stereo not drawn)	-5	6	-1.3	36	·	-12	2	·	0.7
Cc1cccc(OCCCC(=O)Nc2nc3ccccc3[nH]2)c1	-1	-21	-1.9	0	-1	-11	-10	102	-4.9
O=C(OCCN(CCOC(=O)c1ccncc1)S(=O)(=O)c1cccs1)c1ccncc1	-4	-4	-4.3	36	-1	-14	-5	97	-2.2

# (next part)
structure	UBC9 SUMO inh	PfM18AAP inh	IMP-1 inhibitor	NALP1 inh	MEKK2mut PB1 HTS	DNA FID counter	NS3 helicase inh	MEKK2wt PB1 HTS	VIM-2 inhibitor
Cc1nn(-c2ccc(Cl)cc2Cl)c(=O)c2ccccc12	14	-2	-1.9	-6	-2	-7	0	99	-3.6
CC(=O)N1CCOc2ccc(S(=O)(=O)NCCc3ccc(S(N)(=O)=O)cc3)cc21	-11	4	0.7	-6	-2	-12	26	95	1.0
O=C(Nc1nc2c(s1)CCCC2)c1cc(-c2ccccc2)nc2ccccc12	0	0	-0.8	7	-3	-3	-3	96	1.5
CCOC(=O)C(NC(=O)Nc1ccc(C(N)=O)cc1)(c1ccccc1)C(F)(F)F (stereo not drawn)	-5	-8	-1.9	16	-1	-5	8	92	-0.8
CN(CCc1cnn(C)c1)C(=O)CCc1nnc(CCCc2ccccc2)o1	-6	6	-1.7	-11	-6	-20	3	95	-1.5
O=C(c1cn(-c2ccccc2)nc1-c1ccc(F)cc1)N1CCOCC1	-16	-3	-2.0	14	-2	-17	-1	92	-2.5
COc1ccc(Nc2nc(-c3c(C)nc4ncccn34)cs2)cc1	3	14	-4.1	-8	2	-3	2	93	-0.7
